Compound activity as filed in PubChem BioAssay.
N370S GC: qHTS Assay for Inhibitors and Activators of N370S glucocerebrosidase as a Potential Chaperone Treatment of Gaucher Disease; hit rate 0.092% among 330,000; Lysosomal acid glucosylceramidase (Homo sapiens), P04062; Potency, µM (titrated, usually from 59.4 µM), without a hit: at the highest dose activity change, negative = inhibition, actives largely listed as inhibitors; N370S GC spleen homogenate, 4MU-glucoside fluorescence; AID 2101, 2009;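 note: 0% = full enzyme activity and -100% = no enzyme basal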
FEN1 inh: qHTS Assay for the Inhibitors of Human Flap endonuclease 1 (FEN1). hit rate 0.35% among 390,000. P39748. Recombinant FEN1 flap cleavage, fluorescence, 15 min. Potency, µM (highest dose often 114 µM), for the others: top-dose activity change, negative = inhibition, usual class: inhibitors; note: nearly all actives have a fitted effect of over 65% in size
Target sequence (P39748 whole entry, looked up): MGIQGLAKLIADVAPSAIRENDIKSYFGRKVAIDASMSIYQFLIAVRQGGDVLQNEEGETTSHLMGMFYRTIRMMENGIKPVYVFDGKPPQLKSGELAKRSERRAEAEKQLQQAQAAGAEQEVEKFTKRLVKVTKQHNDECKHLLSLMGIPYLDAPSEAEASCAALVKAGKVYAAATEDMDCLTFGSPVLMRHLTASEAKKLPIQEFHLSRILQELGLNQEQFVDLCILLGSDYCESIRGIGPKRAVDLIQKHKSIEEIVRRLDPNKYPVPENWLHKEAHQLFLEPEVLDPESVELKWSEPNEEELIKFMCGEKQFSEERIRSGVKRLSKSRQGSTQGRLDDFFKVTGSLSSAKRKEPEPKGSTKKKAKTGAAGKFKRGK
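FEN1 at 10 nM preincubated with compounds 15 min at room temperature, then flap DNA substrate added at 50 nM final. Signal read at 0 and 15 min; concentration-response fitted with four-parameter Hill equation.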
TDP1 inh: qHTS Assay for Inhibitors of Tyrosyl-DNA Phosphodiesterase (TDP1); Potency, µM (highest dose often 130 µM), for inactives: at the highest dose activity change, negative = inhibition, hits mostly inhibitors; AID 485290, 2010; recombinant TDP1, AlphaScreen DNA substrate cleavage; hit rate 0.28% among 350,000; note: nearly all actives have a fitted effect of over 40% in size
Target sequence (Q9NUW8 whole entry, looked up): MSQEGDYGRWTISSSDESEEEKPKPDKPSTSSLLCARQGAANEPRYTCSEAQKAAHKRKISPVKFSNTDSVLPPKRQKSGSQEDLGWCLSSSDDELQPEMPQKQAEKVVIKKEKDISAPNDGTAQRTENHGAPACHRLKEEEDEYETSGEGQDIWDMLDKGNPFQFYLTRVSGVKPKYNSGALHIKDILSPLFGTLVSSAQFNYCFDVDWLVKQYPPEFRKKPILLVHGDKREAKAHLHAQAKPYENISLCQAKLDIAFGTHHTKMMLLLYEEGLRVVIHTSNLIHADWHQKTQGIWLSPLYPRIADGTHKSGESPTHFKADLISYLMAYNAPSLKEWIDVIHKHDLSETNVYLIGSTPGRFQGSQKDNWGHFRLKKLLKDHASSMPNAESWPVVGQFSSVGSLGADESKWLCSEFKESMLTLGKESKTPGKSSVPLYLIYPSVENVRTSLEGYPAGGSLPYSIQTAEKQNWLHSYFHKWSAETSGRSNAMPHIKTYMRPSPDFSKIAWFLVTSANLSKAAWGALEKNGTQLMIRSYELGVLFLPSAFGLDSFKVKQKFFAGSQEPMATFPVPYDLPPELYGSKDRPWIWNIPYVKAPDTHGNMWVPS
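Here, a 5' biotin and 3' phosphotyrosine-FITC DNA oligonucleotide reports Tdp1 activity: intact substrate bridges AlphaScreen beads, while cleavage leaves a 3' phosphate and drops signal. All incubations at room temperature.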
The depositor's hits bear a star; & = joins results of further samples; [ ] = remark or other dose. Calls come from the whole dose curve; as a rule, active = well fitted curve in the direction sought with a large enough effect; inconclusive = small, poorly fitted or top-dose-only effect, or another doubt; inactive = no such curve, though single readings can be large; an effect the other way counts as inactive or inconclusive. Unless noted, % is set by controls: 0 for no effect and ±100 for the full control effect; potency is the fitted concentration of half-maximal effect.

How did CCCn1c(=O)c(C(=O)Nc2cc(C)ccn2)c(O)c2ccccc21 do in these assays?
N370S GC: 2%; FEN1 inh: 1%

What do the screens show for `CC1CCN(CCCOc2ccc(OCc3ccccc3)cc2)CC1`?
N370S GC: -7%; FEN1 inh: -7%; TDP1 inh: 0%

Results for COc1ccc(Br)cc1CN1CCSCC1 ?
N370S GC: -6%; FEN1 inh: 33%[activator]

How did O=C(NCCc1ccc(F)cc1)c1ccc([N+](=O)[O-])cc1 do in these assays?
N370S GC: -3%; FEN1 inh: 5%; TDP1 inh: 6%

Results for CCn1nnc(-c2ccccc2NS(=O)(=O)c2ccc(C(=O)OC)cc2)n1 ?
N370S GC: -14%; FEN1 inh: -16%; TDP1 inh: 1%

What do the screens show for `Cc1nn(C(C)C)c(C)c1CN1CCCC(CCC(=O)NCc2ccccc2F)C1` (stereo not given)?
N370S GC: 4%; FEN1 inh: 0%; TDP1 inh: 0%

What do the screens show for `O=C(O)C1CCCCC1C(=O)NCCc1ccc(Cl)cc1` (stereo not given)?
N370S GC: 6%; FEN1 inh: -4%; TDP1 inh: 0%

Results for CCN(CC)S(=O)(=O)c1ccc(C(=O)NC2CC(=O)N(c3ccc(OC)c(OC)c3)C2)cc1 (stereo not given) ?
FEN1 inh: -4%; TDP1 inh: 8%

What do the screens show for `O=C1C=C(c2ccccc2)CC(c2cccs2)C1n1cnc([N+](=O)[O-])c1` (stereo not given)?
N370S GC: -12%; FEN1 inh: -6%; TDP1 inh: 2%

Results for O=c1[nH]c2ccccc2n2c(C(F)(F)F)nnc12 ?
N370S GC: -4%; FEN1 inh: -2%

Results for COCC(=O)Nc1ccc(S(=O)(=O)Nc2nccs2)cc1 ?
N370S GC: 1%; FEN1 inh: 2%

How did Fc1ccc(-c2nc3c(-c4ccc(F)cc4)cnn3cc2CCN2CCOCC2)cc1 do in these assays?
N370S GC: -9%; FEN1 inh: 1%; TDP1 inh: -3%

Results for COc1ccc(NC(=O)c2ccc(NC(=O)CN3CCC(C(N)=O)CC3)cc2)cc1 ?
FEN1 inh: -4%; TDP1 inh: 2%

Results for CCN1CCN(CCCNC(=O)Cn2nc(C)n3c(cc4cc(C)ccc43)c2=O)CC1 ?
FEN1 inh: -6%; TDP1 inh: -1%

How did O=C(Nc1cccc(C(F)(F)F)c1)c1cccnc1N1CCOCC1 do in these assays?
N370S GC: -7%; FEN1 inh: -6%; TDP1 inh: 4%

Results for COc1ccccc1NC(=O)CCN1C(=O)C2C3CCC(C3)C2C1=O (stereo not given) ?
N370S GC: -4%; FEN1 inh: -1%; TDP1 inh: 2%

Results for CC1CCCN(S(=O)(=O)c2ccc(NC(=O)C3CC(=O)N(c4ccccc4)C3)cc2)C1 (stereo not given) ?
N370S GC: -5%; FEN1 inh: -6%; TDP1 inh: 2%

How did NC(=S)N/N=C/c1cccc(O)c1O do in these assays?
N370S GC: -2%; FEN1 inh: 11%; TDP1 inh: 0%

How did CC(C)c1ccc(NC(=O)c2cc(Br)ccc2Br)cc1 do in these assays?
N370S GC: 0%; FEN1 inh: 6%; TDP1 inh: -5%

How did Cc1cc2cc(CNC(=O)Cc3cccs3)ccc2n1C do in these assays?
N370S GC: 16%; FEN1 inh: 10%

How did Cc1cc(=O)cc(C)n1-c1ccc2c(c1)nc(C)n2-c1ccccc1 do in these assays?
N370S GC: 0%; FEN1 inh: -3%; TDP1 inh: 0%

What do the screens show for `CC(C)c1onc(C(=O)NC2CCCCC2)c1[N+](=O)[O-]`?
N370S GC: 0%; FEN1 inh: 5%; TDP1 inh: 1%

Results for COc1ccc(C)cc1NC(=O)CSc1ccc(-c2ccccn2)nn1 ?
N370S GC: -12%; FEN1 inh: -14%&-15%; TDP1 inh: 5%&5%

How did COc1ccc(CCNCC(O)COc2ccc(Cl)cc2)cc1OC (stereo not given) do in these assays?
N370S GC: -3%; FEN1 inh: 2%; TDP1 inh: 4%

Results for Cc1ccc(NC(=O)CSCC(=O)OC(C)C(=O)Nc2ccccc2C)cc1 (stereo not given) ?
N370S GC: 1%; FEN1 inh: 1%; TDP1 inh: -11%

How did COc1ccc(-n2c(C)nnc2SCC(=O)N2CCOCC2)cc1 do in these assays?
N370S GC: 3%; FEN1 inh: 20%; TDP1 inh: 2%

What do the screens show for `NC(=O)C1CCN(CC(=O)NC2CCCc3ccccc32)CC1` (stereo not given)?
N370S GC: -7%; FEN1 inh: 13%; TDP1 inh: 0%

What do the screens show for `CC1CCN(C(=O)Nc2ccc3nsnc3c2)CC1`?
N370S GC: -16%; FEN1 inh: 6%; TDP1 inh: 0%

Results for CSc1sccc1/C=C(/C#N)C(=O)c1ccco1 ?
N370S GC: 0%; FEN1 inh: inconclusive

How did O=C(NNC(=O)C1CC(c2cccnc2)=NO1)Nc1ccccc1F (stereo not given) do in these assays?
N370S GC: -4%; FEN1 inh: -3%; TDP1 inh: 6%

How did Cc1ccc2nc(C)c3c(c2c1)SCC3 do in these assays?
N370S GC: 11%; FEN1 inh: 5%

What do the screens show for `CCCN1CNc2c(c(=O)[nH]c(=O)n2CCc2ccc(OC)c(OC)c2)C1`?
FEN1 inh: -3%; TDP1 inh: 0%

What do the screens show for `COc1ccc(OC)c(N2C(=O)CCCC2=O)c1`?
N370S GC: 2%; FEN1 inh: -3%; TDP1 inh: 3%

What do the screens show for `Cc1ccc(C(=O)Nc2ccc(Cl)c(-c3nc4ncccc4o3)c2)c(C)c1`?
FEN1 inh: -1%; TDP1 inh: 1%

How did COCCN(C(=O)COC(=O)CCc1c[nH]c2ccccc12)c1c(N)n(Cc2ccccc2)c(=O)[nH]c1=O do in these assays?
N370S GC: 2%; FEN1 inh: 1%

How did CCS(=O)(=O)N1CCc2cc(C(=O)Nc3cccc(C(C)=O)c3)ccc21 do in these assays?
FEN1 inh: 4%; TDP1 inh: 11%

What do the screens show for `O=C(O)C1Cc2ccccc2CN1C(=O)CSc1nnc2ccccn12` (stereo not given)?
N370S GC: 4%; FEN1 inh: 4%; TDP1 inh: -2%

How did Cc1cc(C)c(C2=NOC3C4CCC(C4)C23)c(C)c1 (stereo not given) do in these assays?
N370S GC: 8%; FEN1 inh: -2%; TDP1 inh: 3%

What do the screens show for `COc1ccc(Br)cc1/C=N/NC(=O)Cn1nnnc1N`?
N370S GC: 2%; FEN1 inh: -5%; TDP1 inh: 0%

How did C[C@]12CC[C@@H]3c4ccc(OC(=O)c5ccccc5)cc4CC[C@H]3[C@@H]1CC[C@@H]2O do in these assays?
N370S GC: -3%; FEN1 inh: 1%; TDP1 inh: 3%&4%

How did COc1ccc(N2CCN(C(=O)C3CCN(S(=O)(=O)c4cccs4)CC3)CC2)cc1 do in these assays?
N370S GC: -5%; FEN1 inh: 3%&3%; TDP1 inh: 5%&0%

How did COc1ccccc1C(=O)NC(=O)COC(=O)CNC(=O)c1ccc(Cl)c([N+](=O)[O-])c1 do in these assays?
N370S GC: -30%; FEN1 inh: 7%; TDP1 inh: 0%

How did CCOC(=O)CSc1n[nH]c(-c2ccco2)n1 do in these assays?
N370S GC: -4%; FEN1 inh: -8%; TDP1 inh: -7%

What do the screens show for `Cc1ccc2nc(SCC(=O)N3CCCC3)nc(=O)n2c1`?
N370S GC: 3%; FEN1 inh: 3%; TDP1 inh: 2%

How did CCOC(=O)/C(=N/Nc1ccc(OC)cc1)Sc1nnc(CCc2ccccc2)n1-c1ccccc1 do in these assays?
N370S GC: 3%; FEN1 inh: 2%; TDP1 inh: 10%

What do the screens show for `COc1ccccc1OC(C)C(=O)N1CCC(c2nc3ccccc3s2)CC1` (stereo not given)?
FEN1 inh: -1%; TDP1 inh: 4%

Results for CO[C@H]1COC(=O)[C@H](C)NC(=O)C/C=C\[C@@H](C)[C@@H](NS(=O)(=O)c2ccc(C)cc2)COC(=O)[C@H](OCc2ccccc2)/C=C\[C@@H]1C ?
N370S GC: -7%[12.8 µM]; TDP1 inh: 6%[21 µM]

What do the screens show for `COc1ccc(OC)c(CNC(=O)CCCn2c(=O)c3cccn3c3cccnc32)c1`?
FEN1 inh: 2%; TDP1 inh: -8%

Results for CCOC(=O)C1CCN(c2nc(N)c3c(N)nc(SCC(=O)O)cc3c2C#N)CC1 ?
N370S GC: 1%; FEN1 inh: 45µM*; TDP1 inh: 28µM*

How did CC(=O)NCCC(=O)Nc1ccc(C)c(F)c1 do in these assays?
N370S GC: 2%; FEN1 inh: 11%; TDP1 inh: 0%

Results for CCN1CCN(c2ncnc3c2cnn3-c2ccccc2)CC1 ?
N370S GC: -4%; FEN1 inh: -7%; TDP1 inh: 3%

How did CCOc1ccc(OCC)c(NC(=O)C2CCN(c3nn4c(=O)cc(C)nc4s3)CC2)c1 do in these assays?
N370S GC: 0%; FEN1 inh: -7%; TDP1 inh: 4%

What do the screens show for `COc1ccc(NC(=O)CN(C)S(=O)(=O)c2ccc3[nH]c4c(c3c2)CCCC4)cc1Cl`?
FEN1 inh: -18%; TDP1 inh: 11%

Results for CC(C)(CO)NC(=O)c1ccc2c(c1)C(=O)c1ccccc1-2 ?
N370S GC: -12%; FEN1 inh: 3%

How did CCOc1cc(C(N)=O)cc(Br)c1OCc1ccccc1 do in these assays?
N370S GC: 7%; FEN1 inh: -1%; TDP1 inh: 2%

How did CSc1ncc(CN2CCN(CCC(C)C)C(CCO)C2)cn1 (stereo not given) do in these assays?
N370S GC: -3%; FEN1 inh: -2%; TDP1 inh: 0%

How did COC(=O)C1=C(O)/C(=C\c2ccc(CNS(=O)(=O)c3ccc(Cl)cc3)o2)N=C1C do in these assays?
N370S GC: 5%; FEN1 inh: -10%; TDP1 inh: 0%

Results for COC(=O)c1nc(NC(=O)c2ccccc2Br)n[nH]1 ?
N370S GC: 23%; FEN1 inh: 6%; TDP1 inh: 3%

How did COc1ccccc1Oc1coc2cc(OC(=O)N3CCOCC3)ccc2c1=O do in these assays?
N370S GC: 26%; FEN1 inh: -18%; TDP1 inh: 0%

Results for COc1cc2c(cc1NC(=O)COC(=O)CNC(=O)c1ccccc1)oc1ccccc12 ?
N370S GC: 4%; FEN1 inh: 5%

Ordered by formula weight (smallest number first): some entries from above.
Results for CC(C)(CO)NC(=O)c1ccc2c(c1)C(=O)c1ccccc1-2 ?
N370S GC: -12%; FEN1 inh: 3%

Results for COC(=O)c1nc(NC(=O)c2ccccc2Br)n[nH]1 ?
N370S GC: 23%; FEN1 inh: 6%; TDP1 inh: 3%

How did COC(=O)C1=C(O)/C(=C\c2ccc(CNS(=O)(=O)c3ccc(Cl)cc3)o2)N=C1C do in these assays?
N370S GC: 5%; FEN1 inh: -10%; TDP1 inh: 0%

(continued)
Results for Cc1ccc2c(c1)-c1cc(C)nn1C(c1sccc1C)N2 (stereo not given) ?
N370S GC: 13%; FEN1 inh: -12%; TDP1 inh: 0%

What do the screens show for `Cc1ccc(C)c(N2CCN(C(=O)c3cnn(C(C)(C)C)c3C3CCN(C(=O)OC(C)(C)C)CC3)CC2)c1`?
FEN1 inh: -20%; TDP1 inh: -1%

How did C[C@@H]1CCC2C(C)(C)C3CC21CC[C@@]3(C)O (stereo not given in full) do in these assays?
N370S GC: 3%; TDP1 inh: 6%

How did CCn1c(=O)cc(OCC(=O)N2CCN(c3cccc(C)c3C)CC2)c2ccccc21 do in these assays?
FEN1 inh: 10%; TDP1 inh: 6%

How did CN(Cc1ccccc1)C(=O)c1cc2cc(F)ccc2[nH]1 do in these assays?
N370S GC: -2%; FEN1 inh: -4%

How did Cc1c(C(=O)N2CCCc3ccccc32)sc2nc(-c3ccccc3)cn12 do in these assays?
N370S GC: 21%; FEN1 inh: -5%

Results for Cc1ccc(S(=O)(=O)N2[C@@H](c3cccc(Cl)c3)C(C(=O)O)=CC[C@H]2c2cccc(C)c2)cc1 ?
N370S GC: 6%; FEN1 inh: -7%; TDP1 inh: 1%

Results for COc1ccccc1NC(=O)c1ccc(-c2ccccc2F)o1 ?
N370S GC: 9%; FEN1 inh: 7%; TDP1 inh: inconclusive

Results for COc1ccccc1CNC(=O)c1ccc(N2CCCC2)c(NC(=O)NCc2ccc(C)cc2)c1 ?
FEN1 inh: 2%; TDP1 inh: 1%

How did CC(C)CCNC(=O)c1ccc(NC(=O)N2CCCCc3ccccc32)cc1 do in these assays?
FEN1 inh: -5%; TDP1 inh: 7%

What do the screens show for `OCC(CBr)(CBr)CBr`?
N370S GC: -3%; FEN1 inh: 11%; TDP1 inh: -5%&3%

Results for COc1ccc(C2CC(c3cccs3)=NN2C(=O)c2ccc(Br)o2)cc1 (stereo not given) ?
N370S GC: 12%; FEN1 inh: 0%; TDP1 inh: 0%

What do the screens show for `Cc1nc(-c2ccccc2)sc1-c1nc(-c2ccccc2)ncc1S(=O)(=O)c1ccccc1`?
N370S GC: 0%; FEN1 inh: -12%; TDP1 inh: -3%

Reprinted at random: two records from the list
Results for COc1ccccc1NC(=O)c1ccc(-c2ccccc2F)o1 ?
N370S GC: 9%; FEN1 inh: 7%; TDP1 inh: inconclusive

Results for COc1ccc(C2CC(c3cccs3)=NN2C(=O)c2ccc(Br)o2)cc1 (stereo not given) ?
N370S GC: 12%; FEN1 inh: 0%; TDP1 inh: 0%

Compounds were not picked by outcome, and some 0.53% of all compounds hit somewhere here.
